PfHsp90 set2: reduces growth (ATP signal) of yeast expressing P. falciparum Hsp90 | S. cerevisiae expressing PfHsp90, BacTiter-Glo ATP, 48 h; yeast lacking PDR1 and PDR3 efflux regulators | inhibition, % at 9.4 µM | 310,000 compounds, 0.32% hits;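 active = every replicate shows inhibition above about 80%, whatever the replicate mean, limit read from the data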;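 also: 0% = DMSO neutral controls and 100% = 20 µM radicicol positive controls; yeast relying on Plasmodium falciparum Hsp90 in place of its own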
AddAB inh: less growth of phage-infected E. coli with AddAB; E. coli expressing H. pylori AddAB, absorbance growth; inhibition, % at 11.9 µM; 330,000 compounds, 0.29% hits; in the data active = inhibition above about 12%;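 also: 0% = vehicle wells of infected cells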
Wnt bcat act: Wnt/beta-catenin pathway activation. 300,000 compounds, 1.2% hits. Wnt/beta-catenin reporter cell assay, activator, plate reader. AID 743398. activation, % at 9.35 µM; in the data active = activation above about 30%, passing the limit was not always enough;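 also: 0% = neutral control wells and 100% = positive control wells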
PvdQ inh: P. aeruginosa PvdQ acylase inhibition | purified PvdQ acylase, fluorescence plate reader | inhibition, % at 10 µM | 340,000 compounds, 0.063% hits | AID 488965; in the data active = inhibition above about 30%, passing the limit was not always enough;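 also: 0% = vehicle neutral wells and 100% = reference inhibitor wells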
E coli growth: bacterial growth inhibition, counter-screen for AddAB inhibitors. E. coli V3065 growth, OD600 absorbance, 18 h. inhibition, % at 11.9 µM. 330,000 compounds, 0.27% hits. AID 449728;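 active = inhibition above the campaign's mean inhibition across all tested compounds plus 3 SD, cut at about 9.9% in these data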;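 also: uninfected addAB+ strain grown without phage in ampicillin broth; 0% = DMSO wells and 100% = ciprofloxacin 0.95 µg/ml wells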
phage Ecoli inh: E. coli growth loss with phage present. inhibition, % at 11.9 µM. growth absorbance. 360,000 compounds, 0.26% hits; in the data active = inhibition above about 11%
Rtt109 Vps75: inhibitors of Candida albicans Rtt109/Vps75 histone acetyltransferase; purified Rtt109/Vps75, ThioGlo CoA-SH fluorescence, 4 h; inhibition, % at 34.9 µM; 330,000 compounds, 0.16% hits; AID 540336;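 active = inhibition of at least 50% in every replicate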
Target sequence (Q5AAJ8 whole entry, looked up): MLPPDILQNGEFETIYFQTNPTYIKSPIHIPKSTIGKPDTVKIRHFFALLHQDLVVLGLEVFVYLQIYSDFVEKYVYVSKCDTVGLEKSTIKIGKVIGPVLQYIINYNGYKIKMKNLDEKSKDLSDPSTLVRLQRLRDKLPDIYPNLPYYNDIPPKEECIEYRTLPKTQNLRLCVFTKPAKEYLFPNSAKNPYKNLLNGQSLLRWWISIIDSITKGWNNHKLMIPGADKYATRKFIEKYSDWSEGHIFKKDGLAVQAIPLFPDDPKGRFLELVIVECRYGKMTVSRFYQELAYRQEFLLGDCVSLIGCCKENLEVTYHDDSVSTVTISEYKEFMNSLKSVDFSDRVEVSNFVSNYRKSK
CAL PDZ inh: human CAL PDZ-peptide interaction inhibition; 330,000 compounds, 0.02% hits; AID 504414; inhibition, % at 20 µM; Q9HD26; purified CAL PDZ, TMR-peptide fluorescence polarization, 1 h;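 active = highest replicate inhibition of at least 40%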;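 also: plate controls were DMSO neutral control wells for no effect and unlabeled competitor peptide control wells for full effect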
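Test system: tagged CAL PDZ domain / Buffer or medium: sodium phosphate/NaCl buffer pH 7.4 with TCEP, IgG, Thesit / Reagent: TMR-labelled reporter peptide T*-PRC34 bound in PDZ groove / Compound dosing: single point, 20 µM / Schedule: 1 h incubation at room temperature before polarization reading / Technique: fluorescence polarization (mP) / Benchmarks: unlabelled peptide, DMSO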
DAGLB inh: blocks human DAGLB lipase activity. Q8NCG7. 340,000 compounds, 0.059% hits. inhibition, % at 5.17 µM. HEK293T DAGLB membrane lysate, EnzChek fluorogenic substrate; in the data active = inhibition above about 34%;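 also: 0% = enzyme with vehicle and 100% = wells lacking enzyme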
Tat export inh: blocks Tat-dependent protein export in E. coli. E. coli MC4100 TorA-mCherry Tat export, fluorescence. 340,000 compounds, 0.036% hits. inhibition, % at 10 µM;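 active = mean replicate inhibition at least 50% and at least half of replicates individually reaching 50%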;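 also: exported cargo escapes ClpAP degradation while cytoplasmic cargo is degraded and loses fluorescence; 0% = median of neutral control wells and 100% = median of NaSCN control wells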
* = called active by the depositor; . = no result given.

Value order: PfHsp90 set2, AddAB inh, Wnt bcat act, PvdQ inh, E coli growth, phage Ecoli inh, Rtt109 Vps75, CAL PDZ inh, DAGLB inh, Tat export inh
CCCCCCCCCCCCCCCCn1cc[n+](CC(C)=O)c1
 : 105*, ., ., -3, ., ., 112*, -0.8, 2, 32
Cc1nc(-c2ccccc2)nc2[nH]ccc(=O)c12
 : ., -0.1, 27, -7, -1.2, 3.4, 2, 0.4, 2, 6
COc1ccc(S(=O)(=O)/N=C2/C=CC(=O)C(C)=C2C)cc1
 : -27, 0.3, ., -13, -1.6, ., 1, 0.3, 3, 0
Nc1cc(=O)[nH]c(SCC(=O)N2CCN(S(=O)(=O)c3ccc4ccccc4c3)CC2)n1
 : 11, 4.3, -1, -10, -1.5, -0.6, 3, -1.7, 1, -3
O=C(c1cccc(S(=O)(=O)N2CCCC2)c1)N1CCCC(C(F)(F)F)C1 (stereo unspecified)
 : -2, 0.3, 0, -9, -0.3, 1.3, 6, 0.0, -2, 3
Cc1ccc(SCCN2C(=O)NC(C)(C)C2=O)cc1
 : 6, 2.1, -2, -3, -2.4, 2.6, 6, -2.5, 2, -8
CS(=O)(=O)c1ccc(Cl)c(NC(=O)CCc2ccccc2)c1
 : -7, -0.3, 0, -6, 0.0, 4.4, -3, 0.3, -2, 4
CCOC(=O)CCCCC(=O)c1[nH]c(=O)[nH]c1CSc1nc(-c2ccccc2)c(C#N)c(=O)[nH]1
 : ., 0.8, -3, 8, 0.2, 2.5, ., -2.7, 4, -4
CCOC(=O)c1cc2nc(Nc3ccc(OC)cc3)sc2s1
 : 0, 2.3, ., -10, -1.3, 2.3, -13, 0.0, -8, -2
COc1ccc(C2(C(=O)NC(C)C)CCCC2)cc1OC
 : -13, 0.8, ., 3, 3.0, 3.6, 3, -0.5, -3, 0
COc1ccc(C(c2nnnn2CC2CCCO2)N2CCN(c3ccc(F)cc3)CC2)cc1 (stereo unspecified)
 : 0, 2.8, ., -12, -1.3, -0.5, -2, -1.0, 1, -2
CC(=O)c1cccc(N(C(=O)Cn2nnc3ccccc32)C(C(=O)NCc2ccccc2)c2ccccn2)c1 (stereo unspecified)
 : 2, 2.4, -2, -15, -1.6, 2.8, -7, -0.1, -1, -7
O=C1NCCCCC1NS(=O)(=O)c1ccccc1 (stereo unspecified)
 : -5, 2.8, 0, 5, 0.0, 3.3, 6, 1.1, -5, -11
CC(=O)c1ccc(NC(=O)C(C)Sc2n[nH]c(-c3cccnc3)n2)cc1 (stereo unspecified)
 : 12, 1.2, 2, -12, 0.1, 0.7, 2, -2.7, 1, -5
COC(=O)c1ccc(COc2nc(C)cc(C)c2C#N)o1
 : -4, -0.2, ., -16, 0.1, 1.6, -10, -0.6, -3, 3
CN(CC(=O)Nc1ccc(F)c(F)c1F)C(=O)Cc1ccc(S(=O)(=O)N2CCOCC2)s1
 : -16, ., -3, -10, ., 7.8, -4, 0.1, -1, 9
CCOC(=O)C(C(=O)OCC)c1c([N+](=O)[O-])c(=O)n2c3c(cccc13)CCC2
 : -1, 0.3, 1, 7, 1.6, -0.6, 0, ., -1, -3
COc1ccc(OC)c(NC(=O)CSc2nnc3ccc(-c4ccccn4)nn23)c1
 : -14, 0.4, 0, 3, 0.4, 2.9, 14, -1.6, -1, 6
Cc1cccc(C)c1NC(=O)CCCN1C(=O)C(c2ccccc2)Oc2cccnc21 (stereo unspecified)
 : -43, 1.4, 1, -9, 0.4, 1.9, 3, -2.9, -1, -5
CCCCCC(NC(=O)C1CCN(C(=O)[C@@H](NS(=O)(=O)c2ccc(C)cc2)C(C)C)CC1)C(=O)O (stereo partly specified)
 : 10, 1.7, -1, -7, 0.5, 4.3, -3, 1.2, -2, 4
COc1ccc(C)cc1N(CC(=O)N1CCOCC1)S(C)(=O)=O
 : 14, 4.6, -2, -11, -0.9, 1.6, -2, ., -1, 2
O=C(NCCN1CCN(Cc2ccccc2)CC1)c1cc2c(=O)[nH]c3ccccc3c2s1
 : 11, -2.3, -3, -4, -0.2, -0.4, 1, -4.7, 2, -1
O=C1CCCCC(=O)N(c2ccccc2)c2ccccc21
 : 4, 0.0, ., 17, 1.3, 1.3, -1, -2.0, 0, -6
ClCc1ncc(-c2ccc(Cl)cc2)o1
 : 4, 0.5, 0, -10, -0.8, 5.4, 5, -0.8, -1, 6
Cc1ccc(OCC(O)CNS(=O)(=O)c2ccccc2C(=O)O)cc1 (stereo unspecified)
 : -5, -0.2, ., -11, -0.8, 1.6, -21, -2.9, -3, -3
Cc1ccc(NC(=O)Nc2cccnc2)cc1NC(=O)Nc1cccnc1
 : 3, -0.9, 1, -4, 2.4, 0.9, 1, -2.6, 37*, -10
CCN(C[C@H]1N[C@@](CC)(C(=O)OC)[C@H]2C(=O)N(C)C(=O)[C@@H]12)C(=O)Nc1ccc(C(F)(F)F)cc1
 : -15, 5.4, 8, -16, -1.6, 0.4, 1, 0.7, -1, 8
O=C(COC(=O)C1CCC1)NCc1ccccc1
 : ., 0.7, -1, -10, 0.4, 5.4, -12, -1.6, 0, 2
NS(=O)(=O)c1ccc(CCNC(=O)c2ccco2)cc1
 : -3, -1.4, -2, -6, 0.5, -1.2, -12, -1.1, 3, -3
CCC(C)(C(=O)NC1CCCC1)N(C(=O)c1ccccn1)c1ccccc1 (stereo unspecified)
 : 18, -0.7, -1, 7, -0.8, 2.6, 1, -1.9, 1, -2
CN(/C=C/c1c([N+](=O)[O-])c(=O)n(C)c(=O)n1C)c1ccccc1
 : 12, 0.0, -2, -5, 1.6, 1.9, 2, -7.2, 1, -6
Cc1nc2c(O)cccc2cc1CO
 : -38, 1.9, 1, -17, 1.0, 0.3, -4, -1.6, 4, -12
CCC1CCc2c(sc(N)c2C(N)=O)C1 (stereo unspecified)
 : -1, -2.6, -1, -6, -3.2, 0.9, 1, -1.9, 2, 0
CC(C)c1ccc(C2OCC(C)([N+](=O)[O-])CO2)cc1 (stereo unspecified)
 : 5, ., -1, -11, ., 0.4, 5, 20, -5, -3
O=C(c1cc2nc(-c3ccco3)cc(C(F)(F)F)n2n1)N1CCCc2ccccc21
 : 1, 1.6, ., 1, 1.2, 2.0, 2, -0.3, -1, -3
COc1ccccc1CNC(=O)CSc1nnc2ccc(-c3cccnc3)nn12
 : -18, 0.0, 1, -6, -0.2, 2.7, 1, -1.8, 1, -2
CC12CCCCC1=CC(=O)CC2 (stereo unspecified)
 : -17, ., -1, -6, ., -2.3, -10, -3.3, -1, -1
O=C(COC(=O)c1cc(=O)[nH]c2ccc(Br)cc12)c1ccccc1
 : 12, 1.4, -1, -8, -0.9, 4.1, 0, -1.2, 1, 3
CCSc1nc2ccccc2n1C(=O)c1ccc(S(=O)(=O)N2CCCCCC2)cc1
 : 9, 1.9, ., -1, 2.6, 2.7, 4, -2.5, 0, -4
COc1ccc(/C=N/NC(=O)C2(O)c3ccccc3-c3ccccc32)cc1
 : -21, 1.7, -1, 1, 2.3, 4.8, -3, -1.4, 0, -14
Cc1c(C(=O)NC(C)c2ccccc2)c(-c2ccccc2)nn1-c1ccccc1 (stereo unspecified)
 : -30, 2.5, 8, 15, -1.1, 0.6, -2, 0.7, -3, 4
CCCCn1c(N)c(N(CC(C)C)C(=O)c2cccc(-n3cnnn3)c2)c(=O)[nH]c1=O
 : -20, 0.3, -1, -6, -0.2, 0.8, -6, -0.2, 1, 1
COC(=O)c1c(C)oc2ccc(OC(=O)N3CCOCC3)cc12
 : 14, -0.2, ., -23, 1.9, 2.9, -2, -3.2, -1, 1

Compound profiles (already shown). Order of values: PfHsp90 set2, AddAB inh, Wnt bcat act, PvdQ inh, E coli growth, phage Ecoli inh, Rtt109 Vps75, CAL PDZ inh, DAGLB inh, Tat export inh
COC(=O)c1c(C)oc2ccc(OC(=O)N3CCOCC3)cc12 across the screens: 14, -0.2, ., -23, 1.9, 2.9, -2, -3.2, -1, 1
O=C(COC(=O)c1cc(=O)[nH]c2ccc(Br)cc12)c1ccccc1 across the screens: 12, 1.4, -1, -8, -0.9, 4.1, 0, -1.2, 1, 3

In the list so far, 7 contain an NH in an aromatic ring.
Value order: PfHsp90 set2, AddAB inh, Wnt bcat act, PvdQ inh, E coli growth, phage Ecoli inh, Rtt109 Vps75, CAL PDZ inh, DAGLB inh, Tat export inh
Cc1nc(-c2ccccc2)nc2[nH]ccc(=O)c12
 : ., -0.1, 27, -7, -1.2, 3.4, 2, 0.4, 2, 6
Nc1cc(=O)[nH]c(SCC(=O)N2CCN(S(=O)(=O)c3ccc4ccccc4c3)CC2)n1
 : 11, 4.3, -1, -10, -1.5, -0.6, 3, -1.7, 1, -3
CCOC(=O)CCCCC(=O)c1[nH]c(=O)[nH]c1CSc1nc(-c2ccccc2)c(C#N)c(=O)[nH]1
 : ., 0.8, -3, 8, 0.2, 2.5, ., -2.7, 4, -4
CC(=O)c1ccc(NC(=O)C(C)Sc2n[nH]c(-c3cccnc3)n2)cc1 (stereo unspecified)
 : 12, 1.2, 2, -12, 0.1, 0.7, 2, -2.7, 1, -5
O=C(NCCN1CCN(Cc2ccccc2)CC1)c1cc2c(=O)[nH]c3ccccc3c2s1
 : 11, -2.3, -3, -4, -0.2, -0.4, 1, -4.7, 2, -1
O=C(COC(=O)c1cc(=O)[nH]c2ccc(Br)cc12)c1ccccc1
 : 12, 1.4, -1, -8, -0.9, 4.1, 0, -1.2, 1, 3
CCCCn1c(N)c(N(CC(C)C)C(=O)c2cccc(-n3cnnn3)c2)c(=O)[nH]c1=O
 : -20, 0.3, -1, -6, -0.2, 0.8, -6, -0.2, 1, 1

Source: PubChem BioAssay

Rows were taken by chance, and some 1.9% of all compounds hit somewhere here.
